V1R ag counter – V1a receptor agonism, counter-screen for OXTR agonists. P37288. CHO-V1R cells, Fluo-8 calcium fluorescence, agonist mode; 0% DMSO, 100% 3 nM vasopressin. activation, % at 3 µM. actives 0.25% (n = 320,000);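 active means activation above the mean activation of all tested compounds plus 3 SD, per screening run, cut at about 20% in these data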;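 further: signal is peak over basal fluorescence ratio across a 100 second FLIPR read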
Target sequence (P37288 whole entry, looked up): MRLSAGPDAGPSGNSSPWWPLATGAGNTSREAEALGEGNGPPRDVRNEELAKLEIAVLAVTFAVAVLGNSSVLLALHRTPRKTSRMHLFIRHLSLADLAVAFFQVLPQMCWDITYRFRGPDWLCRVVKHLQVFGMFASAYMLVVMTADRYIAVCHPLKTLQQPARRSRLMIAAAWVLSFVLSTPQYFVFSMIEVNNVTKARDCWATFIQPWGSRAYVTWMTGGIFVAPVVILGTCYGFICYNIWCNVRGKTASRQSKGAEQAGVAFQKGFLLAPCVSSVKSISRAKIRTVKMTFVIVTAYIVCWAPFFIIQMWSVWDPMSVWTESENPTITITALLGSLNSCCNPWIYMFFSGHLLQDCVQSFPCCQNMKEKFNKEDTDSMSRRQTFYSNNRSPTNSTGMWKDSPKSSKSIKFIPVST
GalR3 antag – human GalR3 antagonism; O60755; HEK293 GalR3-CNG cAMP membrane potential fluorescence; galR3 body fused to GalR1 C-terminus; inhibition, % at 3 µM; actives 0.44% (n = 360,000); AID 651719;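 active means inhibition above the screen-wide average plus 3 SD, cut at about 13% in these data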;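 further: forskolin and galanin both at EC90 stimulate the cells; cAMP rise reported by CNG channel membrane potential dye signal; 0% = forskolin plus galanin with DMSO and 100% = forskolin alone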
Target sequence (O60755 1-299 limits assumed): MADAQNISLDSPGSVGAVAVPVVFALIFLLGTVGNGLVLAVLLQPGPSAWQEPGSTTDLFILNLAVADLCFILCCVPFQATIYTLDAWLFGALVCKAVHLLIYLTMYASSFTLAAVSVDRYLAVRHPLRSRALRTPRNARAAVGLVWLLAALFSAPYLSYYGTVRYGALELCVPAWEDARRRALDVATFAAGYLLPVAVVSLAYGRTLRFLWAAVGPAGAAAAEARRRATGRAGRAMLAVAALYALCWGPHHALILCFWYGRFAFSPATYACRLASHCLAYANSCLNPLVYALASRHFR
MEKK2 mut-MEK5 – signal of MEK5 binding to mutant human MEKK2 PB1 domain | AID 1530 | actives 0.35% (n = 290,000) | percent response, % at 10 µM | bead flow cytometry, Alexa488-MEK5 binding to MEKK2 mutant; in the data active means percent response above about 24%, passing the limit was not always enough; further: inactives centre near 1; some results filed as inactive read as strong as hits
GPR7 antagonist – antagonists of human GPR7 (neuropeptides B/W receptor 1); GPR7-expressing cells, fluorescence antagonist assay; inhibition, % at 4.4 µM; actives 1.1% (n = 290,000); in the data active means inhibition above about 16%, passing the limit was not always enough;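 further: cells stimulated with the agonist NPW; 0% = agonist with vehicle and 100% = vehicle without agonist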
Target sequence (P48145 whole entry, looked up): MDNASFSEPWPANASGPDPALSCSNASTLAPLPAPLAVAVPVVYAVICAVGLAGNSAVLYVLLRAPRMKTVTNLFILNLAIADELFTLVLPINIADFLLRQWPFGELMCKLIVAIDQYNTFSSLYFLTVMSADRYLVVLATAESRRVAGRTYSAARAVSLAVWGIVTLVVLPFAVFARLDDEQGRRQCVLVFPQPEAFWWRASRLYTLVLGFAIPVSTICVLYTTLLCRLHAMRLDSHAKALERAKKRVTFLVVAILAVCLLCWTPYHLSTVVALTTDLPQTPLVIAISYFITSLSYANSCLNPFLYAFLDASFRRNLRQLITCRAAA
OXTR potentiator – human OXTR potentiation | P30559 | CHO-OTR cells, Fluo-8 calcium fluorescence, potentiator mode; 0% = oxytocin EC15, 100% = EC100 | activation, % at 3 µM | actives 0.061% (n = 320,000);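 active means activation above that plate's cutoff, the mean activation of tested compounds plus 3 SD, cut at about 6.6% in these data, passing the limit was not always enough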;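 further: 100% uses oxytocin at 75 nM as the full agonist control; some results filed as inactive read as strong as hits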
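Material: human OTR in CHO cells. Compound: 3.0 µM, one dose. Timing: compound 6 min at room temperature before oxytocin, 100 s read. Evaluation: % activation of max/min ratio relative to oxytocin controls. Replication: single well per compound, singlicate. Signal: Fluo-8 calcium dye fluorescence.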
MEKK2 WT-MEK5 – raises or lowers MEK5 binding to wildtype human MEKK2 PB1 domain | AID 1531 | bead flow cytometry, Alexa488-MEK5 binding to MEKK2 WT; actives lie on both sides | actives 1.1% (n = 290,000) | binding response (% of control), % at 10 µM | Q9Y2U5; in the data active means binding response below about 67% or above about 130%
M18AAP inhibitor – PfM18AAP enzyme inhibition. recombinant PfM18AAP, H-Glu-NHMec fluorogenic cleavage. inhibition, % at 7.35 µM. actives 1.2% (n = 290,000). AID 1822;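 active means inhibition above the campaign mean inhibition over all tested compounds plus 3 SD, cut at about 28% in these data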;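 further: 0% = plate median of test compound wells and 100% = 2 mM ZnCl2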
OXTR ag – activates the human oxytocin receptor | P30559 | CHO-OTR cells, Fluo-8 calcium fluorescence; normalized: DMSO 0%, oxytocin 100% | activation, % at 3 µM | actives 0.32% (n = 320,000) | AID 2435;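 active means activation above the mean of all tested compounds plus 3 SD, cutoff set per screening run, cut at about 20% in these data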;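 further: peak over basal fluorescence ratio from a 100 s FLIPR kinetic read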
NALP1 inh – NALP1 inhibition. S. cerevisiae NALP1/ASC/caspase-1 growth, X-gal OD620, 72 h. inhibition, % at 10 µM. actives 0.61% (n = 280,000). AID 2071; in the data active means inhibition mostly above about 24%, no sharp cut-off; inactive means mostly below about 32%; further: some compounds called inactive have numbers as strong as hits
An asterisk follows results filed as active.

Screening COc1ccc(F)cc1S(=O)(=O)N1CCCC(C)C1 (configuration not stated) returned V1R ag counter -0.6, GalR3 antag -3, MEKK2 mut-MEK5 4, GPR7 antagonist 6, OXTR potentiator 1, MEKK2 WT-MEK5 101, M18AAP inhibitor -10, OXTR ag -1.1 and NALP1 inh -12.
CCCCn1c(SCC(=O)NC2CCCC2)nc2ccccc2c1=O was read as V1R ag counter 0.6, GalR3 antag -3, OXTR potentiator 10 and OXTR ag -0.1.
`CCOC(=O)NC(Cc1c[nH]c2ccccc12)C(=O)NCCc1ccc(S(N)(=O)=O)cc1` (configuration not stated) gave V1R ag counter 0.1, GalR3 antag -10, MEKK2 mut-MEK5 2, GPR7 antagonist 8, OXTR potentiator -12, MEKK2 WT-MEK5 109, M18AAP inhibitor -12, OXTR ag -1.3 and NALP1 inh 6.
For Nc1ccc(CNc2ncn[nH]2)cc1 the results were V1R ag counter 0.6, GalR3 antag -7, MEKK2 mut-MEK5 -3, GPR7 antagonist -2, OXTR potentiator -2, MEKK2 WT-MEK5 99, M18AAP inhibitor 27 and OXTR ag 0.6.
`CCCc1nc2oc3c(NCC(C)O)ncnc3c2c2c1CCCC2` (configuration not stated) gave V1R ag counter 0.0, GalR3 antag -3, MEKK2 mut-MEK5 -17, GPR7 antagonist 1, OXTR potentiator 6, MEKK2 WT-MEK5 87, M18AAP inhibitor 1, OXTR ag -0.8 and NALP1 inh 8.
For COc1ccc(C)c2sc(N(CCN(C)C)C(=O)c3cccc(N4C(=O)CCC4=O)c3)nc12 the results were V1R ag counter 0.6, GalR3 antag -8, OXTR potentiator -7 and OXTR ag -0.3.
`Cc1cccn2c(=O)c3cc(C(=O)O)n(C)c3nc12` gave V1R ag counter -0.1, GalR3 antag -9, MEKK2 mut-MEK5 -3, GPR7 antagonist -1, OXTR potentiator 5, MEKK2 WT-MEK5 95, M18AAP inhibitor 2, OXTR ag 0.4 and NALP1 inh 20.
Oc1ccc(Br)cc1-c1n[nH]c(=S)n1Cc1ccccc1 was read as V1R ag counter -0.6, GalR3 antag -7, MEKK2 mut-MEK5 1, GPR7 antagonist -9, OXTR potentiator -12, MEKK2 WT-MEK5 101, M18AAP inhibitor 9, OXTR ag -0.9 and NALP1 inh -15.
For CCN(CC)C(=O)N1CCn2c(nc3ccccc32)C1 the results were V1R ag counter 0.3, GalR3 antag 0, MEKK2 mut-MEK5 2, GPR7 antagonist -2, OXTR potentiator -7, MEKK2 WT-MEK5 103, M18AAP inhibitor -1, OXTR ag 1.5 and NALP1 inh -1.
CCn1c(COC(=O)CNC(=O)c2ccccc2F)nc2cc(S(=O)(=O)N(C)C)ccc21 was read as V1R ag counter -0.8, GalR3 antag -3, OXTR potentiator -6 and OXTR ag -0.9.
`c1ccc(NCc2cccnc2)cc1` gave V1R ag counter 1.1, GalR3 antag -2, MEKK2 mut-MEK5 1, GPR7 antagonist -7, OXTR potentiator 0, MEKK2 WT-MEK5 103, M18AAP inhibitor 0, OXTR ag 0.7 and NALP1 inh -24.
`COc1cccc(NC(=O)CNC(=O)[C@@H]2Cc3ccccc3CN2C(=O)OC(C)(C)C)c1` gave V1R ag counter 1.9, GalR3 antag 2, MEKK2 mut-MEK5 1, GPR7 antagonist -8, OXTR potentiator -8, MEKK2 WT-MEK5 105, M18AAP inhibitor 2, OXTR ag -0.8 and NALP1 inh 4.
For CCN(c1ccc(OCC(=O)OCC(=O)Nc2ccc(F)c(F)c2F)cc1)S(=O)(=O)c1ccccc1 the results were V1R ag counter 1.1, MEKK2 mut-MEK5 2, GPR7 antagonist -11, OXTR potentiator 0, MEKK2 WT-MEK5 115, M18AAP inhibitor 4, OXTR ag -0.3 and NALP1 inh 15.
`COCCn1c(C)cc(C(=O)CN2c3cccc4cccc(c34)S2(=O)=O)c1C` gave V1R ag counter 0.6, GalR3 antag -4, OXTR potentiator -6 and OXTR ag 2.5.
COc1ccccc1NC(=O)C(=O)NCCC1CCCCN1S(=O)(=O)c1ccccc1 (configuration not stated) was read as V1R ag counter 0.6, GalR3 antag -2, OXTR potentiator -13 and OXTR ag -2.3.
`CS(=O)(=O)c1ccc(C(=O)NCc2ccc(F)cc2)cc1` gave V1R ag counter 0.9, GalR3 antag -3, MEKK2 mut-MEK5 9, GPR7 antagonist -11, OXTR potentiator -4, MEKK2 WT-MEK5 104, M18AAP inhibitor 2, OXTR ag 0.0 and NALP1 inh 0.
Screening COc1cccc(CC(=O)OCC(=O)NNC(=O)c2ccc([N+](=O)[O-])cc2)c1 returned V1R ag counter 0.2, GalR3 antag -1, MEKK2 mut-MEK5 8, GPR7 antagonist -5, OXTR potentiator 0, MEKK2 WT-MEK5 107, M18AAP inhibitor 6, OXTR ag 0.8 and NALP1 inh 2.
Screening C[C@H](NC(=O)OC(C)(C)C)C(=O)NCC1CCC(C(=O)N[C@@H](Cc2ccccc2)C(=O)O)CC1 (some centres not stated) returned V1R ag counter 0.5, GalR3 antag -11, MEKK2 mut-MEK5 -6, GPR7 antagonist -6, OXTR potentiator -5, MEKK2 WT-MEK5 94, M18AAP inhibitor -9, OXTR ag 0.8 and NALP1 inh 4.
Screening CC(C)(C)c1nn2cnnc2n(/N=C/c2cccc3ccccc23)c1=O returned V1R ag counter -0.4, GalR3 antag -4, MEKK2 mut-MEK5 -1, GPR7 antagonist -8, OXTR potentiator -6, MEKK2 WT-MEK5 91, M18AAP inhibitor 0, OXTR ag 2.0 and NALP1 inh 23.
For Cc1ccc(NCc2ccc([N+](=O)[O-])s2)cc1 the results were V1R ag counter 0.1, GalR3 antag -3, MEKK2 mut-MEK5 8, GPR7 antagonist -10, OXTR potentiator 6, MEKK2 WT-MEK5 106, M18AAP inhibitor 1, OXTR ag -1.4 and NALP1 inh 14.
Screening O=C(Nc1ccc(N2CCCC2)cc1)c1cccc(-c2cc3ccccc3oc2=O)c1 returned V1R ag counter -0.3, GalR3 antag -2, MEKK2 mut-MEK5 15, GPR7 antagonist -5, OXTR potentiator -5, MEKK2 WT-MEK5 95, M18AAP inhibitor 4, OXTR ag -1.3 and NALP1 inh 8.
`COc1ccc(-c2[nH]c(-c3ccccc3)nc2SCC(=O)NC2CCCC2)cc1` gave V1R ag counter -0.8, MEKK2 mut-MEK5 6, GPR7 antagonist -1, OXTR potentiator -3, MEKK2 WT-MEK5 100, M18AAP inhibitor 2, OXTR ag -3.0 and NALP1 inh 26.
Screening CN1CCN(c2ccc(C(=O)c3ccc(F)cc3)cc2)CC1 returned V1R ag counter 1.0, GalR3 antag 3, MEKK2 mut-MEK5 1, GPR7 antagonist 6, OXTR potentiator -2, MEKK2 WT-MEK5 101, M18AAP inhibitor 0, OXTR ag 3.7 and NALP1 inh 0.
For COc1ccc(/C(C)=N/NC(=O)c2cc(-c3cccnc3)nc3ccccc23)cc1 the results were V1R ag counter 0.4, GalR3 antag -4, MEKK2 mut-MEK5 0, GPR7 antagonist 0, OXTR potentiator -7, MEKK2 WT-MEK5 110, M18AAP inhibitor -1, OXTR ag 0.1 and NALP1 inh 3.
Screening CC1SCC(=O)N(CC(=O)NC2CCCCC2)C1=O (configuration not stated) returned V1R ag counter 0.5, GalR3 antag -5, MEKK2 mut-MEK5 1, GPR7 antagonist -15, OXTR potentiator -3, MEKK2 WT-MEK5 105, M18AAP inhibitor 0, OXTR ag -0.2 and NALP1 inh -12.
COCCn1c(SCC(=O)N2CC(C)OC(C)C2)nc2c([nH]c3ccccc32)c1=O (configuration not stated) was read as V1R ag counter 0.8, GalR3 antag -3, MEKK2 mut-MEK5 -2, GPR7 antagonist 3, OXTR potentiator -3, MEKK2 WT-MEK5 99, M18AAP inhibitor 14, OXTR ag 0.3 and NALP1 inh -71.
OCCNCC(O)CN1c2ccccc2Sc2ccccc21 (configuration not stated) was read as GalR3 antag -11, MEKK2 mut-MEK5 5, GPR7 antagonist -1, MEKK2 WT-MEK5 114, M18AAP inhibitor -6 and NALP1 inh 11.
For O=[N+]([O-])c1ccc(Nc2ccc(F)cc2)cc1 the results were V1R ag counter 1.5, GalR3 antag -9, MEKK2 mut-MEK5 1, GPR7 antagonist 11, OXTR potentiator -15, MEKK2 WT-MEK5 96, M18AAP inhibitor 3, OXTR ag 0.1 and NALP1 inh 10.
`CCOC(=O)Cc1csc(NC(=O)Cc2ccc(C)cc2)n1` gave V1R ag counter 1.7, GalR3 antag 7, MEKK2 mut-MEK5 1, GPR7 antagonist -5, OXTR potentiator -3, MEKK2 WT-MEK5 107, M18AAP inhibitor -1, OXTR ag 1.2 and NALP1 inh -3.
`O=C(Nc1ccc(Cl)cn1)C1CCCN(c2ncnc3c2nc2n3CCCCC2)C1` (configuration not stated) gave V1R ag counter -1.8, GalR3 antag -2, MEKK2 mut-MEK5 -1, GPR7 antagonist -5, OXTR potentiator -13, MEKK2 WT-MEK5 97, M18AAP inhibitor 5, OXTR ag -2.0 and NALP1 inh 6.
`Cc1cc(C)nc(NS(=O)(=O)c2ccc(NC(=O)c3ccccc3C)cc2)n1` gave V1R ag counter 0.3, GalR3 antag -9, MEKK2 mut-MEK5 1, GPR7 antagonist -9, OXTR potentiator -9, MEKK2 WT-MEK5 101, M18AAP inhibitor 3, OXTR ag 0.3 and NALP1 inh 8.
For CC(c1nccs1)N(C)C(=O)CCc1nnc(-c2ccc(-c3ccccc3)cc2)o1 (configuration not stated) the results were V1R ag counter 8.4, GalR3 antag -4, MEKK2 mut-MEK5 2, GPR7 antagonist -12, OXTR potentiator -12, MEKK2 WT-MEK5 103, M18AAP inhibitor 2, OXTR ag 10 and NALP1 inh 1.

Of the compounds above, 5 contain an NH in an aromatic ring.
`CCOC(=O)NC(Cc1c[nH]c2ccccc12)C(=O)NCCc1ccc(S(N)(=O)=O)cc1` (configuration not stated) gave V1R ag counter 0.1, GalR3 antag -10, MEKK2 mut-MEK5 2, GPR7 antagonist 8, OXTR potentiator -12, MEKK2 WT-MEK5 109, M18AAP inhibitor -12, OXTR ag -1.3 and NALP1 inh 6.
For Nc1ccc(CNc2ncn[nH]2)cc1 the results were V1R ag counter 0.6, GalR3 antag -7, MEKK2 mut-MEK5 -3, GPR7 antagonist -2, OXTR potentiator -2, MEKK2 WT-MEK5 99, M18AAP inhibitor 27 and OXTR ag 0.6.
Oc1ccc(Br)cc1-c1n[nH]c(=S)n1Cc1ccccc1 was read as V1R ag counter -0.6, GalR3 antag -7, MEKK2 mut-MEK5 1, GPR7 antagonist -9, OXTR potentiator -12, MEKK2 WT-MEK5 101, M18AAP inhibitor 9, OXTR ag -0.9 and NALP1 inh -15.
`COc1ccc(-c2[nH]c(-c3ccccc3)nc2SCC(=O)NC2CCCC2)cc1` gave V1R ag counter -0.8, MEKK2 mut-MEK5 6, GPR7 antagonist -1, OXTR potentiator -3, MEKK2 WT-MEK5 100, M18AAP inhibitor 2, OXTR ag -3.0 and NALP1 inh 26.
COCCn1c(SCC(=O)N2CC(C)OC(C)C2)nc2c([nH]c3ccccc32)c1=O (configuration not stated) was read as V1R ag counter 0.8, GalR3 antag -3, MEKK2 mut-MEK5 -2, GPR7 antagonist 3, OXTR potentiator -3, MEKK2 WT-MEK5 99, M18AAP inhibitor 14, OXTR ag 0.3 and NALP1 inh -71.

Source: PubChem BioAssay (several laboratories)
